Screens: PubChem, National Center for Advancing Translational Sciences (NCATS)
ALOX12 inh = inhibitors of human 12S-lipoxygenase ALOX12; P18054; purified 12hLO, xylenol orange hydroperoxide absorbance; Potency, µM (doses to about 108 µM), for inactives: at the highest dose activity change, negative = inhibition, actives largely listed as inhibitors; 580,000 tested, 1.1% active; AID 1671190; active means well fitted inhibition curve with a large enough effect; inconclusive means small, poorly fitted or top-dose-only effect, or another doubt; inactive means no such curve, though single readings can be large or run the other way
Target sequence (P18054 whole entry, looked up): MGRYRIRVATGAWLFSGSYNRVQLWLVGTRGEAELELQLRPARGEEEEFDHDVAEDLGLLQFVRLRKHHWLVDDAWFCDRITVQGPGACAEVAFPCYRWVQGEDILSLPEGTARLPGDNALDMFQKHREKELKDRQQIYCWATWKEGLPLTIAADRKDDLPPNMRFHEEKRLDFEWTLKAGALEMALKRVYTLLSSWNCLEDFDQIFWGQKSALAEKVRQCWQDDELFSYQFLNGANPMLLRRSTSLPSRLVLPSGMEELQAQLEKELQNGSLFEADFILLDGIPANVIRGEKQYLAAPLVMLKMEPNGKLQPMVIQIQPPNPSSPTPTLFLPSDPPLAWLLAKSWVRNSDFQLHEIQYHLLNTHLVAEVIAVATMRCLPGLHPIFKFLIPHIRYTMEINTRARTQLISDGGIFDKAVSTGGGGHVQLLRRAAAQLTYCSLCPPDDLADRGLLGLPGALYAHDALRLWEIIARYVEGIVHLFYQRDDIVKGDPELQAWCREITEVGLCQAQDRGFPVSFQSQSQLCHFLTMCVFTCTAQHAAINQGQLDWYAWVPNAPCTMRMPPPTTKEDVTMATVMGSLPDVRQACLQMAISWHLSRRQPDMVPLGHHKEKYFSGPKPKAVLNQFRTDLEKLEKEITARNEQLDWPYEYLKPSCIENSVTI
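Purified human 12hLO (150 nM final) in 25 mM Hepes, 0.01% Triton X-100, pH 7.0 was preincubated 15 min at room temperature with compound. Then 40 uM arachidonic acid was added, 30 min. Hydroperoxide was read by Fe-XO absorbance ratio 573/405 nm.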
Starred values were filed as active, the others as inactive; ? = inconclusive; [ ] = remark or other dose. On the % scale 0 is the no-effect control and ±100 the full control effect; potency means the concentration at half of the fitted maximal effect.

SMILES,ALOX12 inh
CC(C)CN1C(=O)c2cccn2CC1CNC(=O)Cc1cccc(F)c1 (stereo not given),26%
O=C(NCCCN1CCOCC1)c1[nH]c(C(F)(F)F)nc1-c1ccccc1,-55%
COCC1CN(C(C)=O)CC12CCN(C(=O)c1ccc(OC)nc1OC)CC2 (stereo not given),18%
CC(NC(=O)CNC(=O)c1cccs1)c1ccc2ccccc2c1 (stereo not given),?
CCc1ccccc1Oc1nc(NCc2ccccc2)nc2ccsc12,?
Cc1nn(-c2ccc(C(F)(F)F)cc2)c(C)c1[C@@H]1C=C[C@@H](NCc2ccc(N(C)C)cc2)C1,?
O=C(c1cn2c(n1)CN(C(=O)c1ccccc1F)CC2)N1CCOCC1,4%[6.33 µM]
CN1CCC2(Cc3ccccc3CN(C(=O)CCC(=O)O)C2)C1 (stereo not given),6%[6.33 µM]
COCCNC(=O)C1(C)CCCN(Cc2ccc(-n3ccnc3)cc2)C1 (stereo not given),0%
O=C(NC[C@H]1OC[C@@H](NCc2cccs2)[C@@H]1O)Nc1ccccc1,14%[176 µM]
CCN1C(=O)[C@H]2[C@@H](c3ccc(C)cc3)N[C@]3(CCCN(Cc4ccc(C(F)(F)F)cc4)C3=O)[C@H]2C1=O,?
O=C(c1ccc[nH]1)c1cc2cc(Br)ccc2o1,?
COc1cc(/C=C2/NC(=O)NC2=O)cc(I)c1OCc1cccc(C(=O)O)c1,?
Cc1nc(-c2ccccc2OC2CN(S(=O)(=O)c3c(C)noc3C)C2)no1,1%
CC(C)NC(=O)N[C@H]1CCN2C(=O)c3cc(-c4cccc(C(F)(F)F)c4)ccc3NC(=O)[C@H]12,?
CCn1ncc(C(=O)N2C[C@@H](COC)[C@H](c3nc(C4CC4)no3)C2)c1C,-1%
O=C(NC1CCCCC1)C(c1cc2ccccc2o1)N1CCOCC1 (stereo not given),-12%
COc1ccc(-c2cc(N3CCCN(C(=O)c4ccc(Cl)cc4)CC3)n[nH]2)cc1,24%
CCN(CC)C(=O)c1cccc(-c2csc(C(O)c3cccc(OC)c3)n2)c1 (stereo not given),10%
CCn1c(=O)c2[nH]c(SC)nc2n(CC)c1=O,-20%
C=C(C)CC1(Nc2ccccc2C)CCCCC1,?
Cc1cn2nc(C(=O)N3CCC(NC(=O)CCC4CCCC4)CC3)cc2c(=O)[nH]1,-3%
CC1(C(=O)NS(=O)(=O)c2ccc(Cl)cc2)CCN1C(=O)Cc1ccc(Cl)cc1Cl (stereo not given),-4%
CN1CCC2(C1)CN(CC1CC1)c1ccc(C(=O)NC3CCCCC3)cc12 (stereo not given),68%[activator][176 µM]
COCCc1noc([C@@H]2CN(Cc3ccccc3C#N)C[C@H]2CO)n1,25%

Some values from above.
For ALOX12 inh, CN1CCC2(C1)CN(CC1CC1)c1ccc(C(=O)NC3CCCCC3)cc12 (stereo not given) is entered as 68%[activator][176 µM]
For ALOX12 inh, CCn1c(=O)c2[nH]c(SC)nc2n(CC)c1=O is entered as -20%
For ALOX12 inh, O=C(NC1CCCCC1)C(c1cc2ccccc2o1)N1CCOCC1 (stereo not given) is entered as -12%
For ALOX12 inh, O=C(c1cn2c(n1)CN(C(=O)c1ccccc1F)CC2)N1CCOCC1 is entered as 4%[6.33 µM]

Remaining list, next part.
SMILES,ALOX12 inh
COc1cccc(C(=O)NCCNC(=O)c2cn(C)c3ccccc23)c1,3%
O=C(Nc1ccnn1C1CCN(C(=O)c2cccnc2)CC1)c1cccc(F)c1,-10%
CCOCCOC(=O)c1nc2ccccc2nc1Nc1ccc(C)cc1C,?
COc1ccc(C(=O)Nc2cccc(NC(C)=O)c2)cc1,2%
CN1CCN(C(=O)[C@@H]2CCC[C@@H](NCC3CC3)CN(C)C(=O)C2)CC1,43%[activator][176 µM]
COCC1CN(C)CC12CCN(Cc1cnn(C(C)C)c1)CC2 (stereo not given),44%[activator]
Cc1cc(C)n(Cc2ccc(C(=O)N3CCC4(CC3)CCC(O)(CN(C)C)CC4)o2)n1,45%[activator]
CC(=O)NCCCC(=O)N1CCC2(CC1)CC(NC(C)=O)c1ccccc12 (stereo not given),1%[6.33 µM]
Cn1c(SCc2coc(-c3cccs3)n2)nnc1C1CC1,-3%
CC(C(=O)NCc1cccnc1)N(c1ccc(Oc2ccccc2)cc1)S(C)(=O)=O (stereo not given),-5%
CN1CC2(CCN(C(=O)c3cccnc3)CC2)CC1C(=O)N1CCOCC1 (stereo not given),53%[activator]
CC1CC(=O)Nc2ccccc2N1C(=O)CN(C)C(=O)c1cc(Cl)cc(Cl)c1 (stereo not given),-2%
COC(=O)C[C@@H]1C=C[C@H](NC(=O)c2cnccn2)[C@@H](CO)O1,?
COc1ccc(CNCC#Cc2cccnc2)c(OC)c1,0%
COc1ccc(N2C(=O)CC(Sc3nccc(C)n3)C2=O)c(OC)c1 (stereo not given),22%
O=C(CCNC(=O)N1CCN(C(=O)c2cc3ccccc3[nH]2)CC1)NCc1ccccn1,8%
Cc1ccc(NC(=O)c2cc(Cl)ccc2F)cc1,2%
CO[C@H]1C(=O)N(C2CCN(Cc3ccc(C)s3)CC2)[C@H]1c1ccncc1,35%[activator]
COc1ccc(CN2CCC(O)(c3csc(CN4CC[C@@H](O)C4)n3)CC2)cc1,56%[activator][176 µM]
COc1ccc(-c2noc([C@@H]3CCCN3C(=O)Cc3ccc(F)cc3)n2)cc1,27%
Cc1ccc2c(Cl)c(C(=O)NC(C)c3ccncc3)sc2c1 (stereo not given),-18%
Cc1cc(Cl)cc(C)c1OCC(=O)NCc1cccc(NC(=O)C2CC2)c1,?
COc1cc(Nc2nc(-c3ccccc3F)no2)cc(OC)c1OC,7%
Cn1c(=O)c2c(nc(N3CCN(c4ccccn4)CC3)n2Cc2cccc(Cl)c2)n(C)c1=O,27%
Cc1ccc(F)c(S(=O)(=O)N(Cc2nccn2C)C2CC2)c1,-2%

3 compounds from above, sorted by length of the SMILES, ascending.
SMILES,ALOX12 inh
COc1ccc(N2C(=O)CC(Sc3nccc(C)n3)C2=O)c(OC)c1 (stereo not given),22%
COc1ccc(CN2CCC(O)(c3csc(CN4CC[C@@H](O)C4)n3)CC2)cc1,56%[activator][176 µM]
Cc1cc(C)n(Cc2ccc(C(=O)N3CCC4(CC3)CCC(O)(CN(C)C)CC4)o2)n1,45%[activator]

Next part.
SMILES,ALOX12 inh
CC(C)(C)c1ccc(CS(=O)CCC(=O)Nc2ccccc2)cc1 (stereo not given),3%
CCc1csc(CNC2CCC3(CCNCC3)CC2)n1,?
CCc1ccc(OC(=O)c2ccc(OC)cc2)c(Br)c1,-11%
COc1cc(OC)cc(-c2onc(C)c2C(=O)NCc2ccccc2C)c1,12%
CC(C)(C)CC(=O)Nc1cnc(-c2cccc(Cl)c2)nc1,-3%
COc1ccc(OC)c2[nH]c(C(=O)NCC(=O)N3CCN(Cc4ccccc4)CC3)cc12,8%
C=CCOC(=O)COc1cc(C)cc2oc(=O)cc(-c3ccccc3)c12,-27%
Brc1ccc(-c2cnc(-c3ccccc3)o2)cc1,13%
Cc1ccc(N)c(OCC(F)(F)F)c1,12%
Cn1cc(C(=O)N2CCN(S(=O)(=O)c3ccccc3)CC2)c2ccccc21,4%
CCOc1ccc(CC(=O)N2CCC3(CC2)C(=O)N(C)c2ccccc23)cc1,62%[activator]
O=C(NCCc1ccccc1)N1CCCCC1c1noc(COCC2CC2)n1 (stereo not given),33%[activator]
CC(C)c1ccc(NC(=O)c2ccc3c(Cl)c4c(nc3c2)CCCC4)cc1,-6%
Cc1ccc(CN2CC3(Cc4ccccc4NC3=O)C2)cc1,?
CN1C[C@H]2CNC[C@@]2(C(=O)NCc2ccccc2OCc2ccccc2)C1,33%
Cc1[nH]c2ccccc2c1C1c2ccccc2C(=O)N1CCC(=O)N1CCN(c2ccccc2)CC1 (stereo not given),6%
O=C(c1ccc(F)cc1F)N1CCCN(c2cc(-c3ccccc3)[nH]n2)CC1,16%
CCC(=O)c1ccc(OC(=O)c2cc(Br)ccc2Cl)cc1,?
Cc1ccc2oc(C(=O)N3CCN(c4cccc(Cl)c4)CC3)cc(=O)c2c1,-25%
CCOC(=O)c1ccc(NC(=O)Cn2c(N(C)Cc3ccccc3)nc(C)cc2=O)cc1,29%
O=C(N[C@H](Cc1ccccc1)C(=O)O)[C@H]1O[C@@H](n2ccc(=O)[nH]c2=O)[C@H](O)[C@@H]1O,-6%
CC(C)C1C(=O)N(Cc2cn(CCC3OCCO3)nn2)CCS(=O)(=O)N1Cc1ccc(-c2ccc(F)nc2)cc1 (stereo not given),?
Cc1n[nH]c(C)c1CN1CCC2(CC1)CCN(C1CCOCC1)CC2CO (stereo not given),5%
COC(=O)CNC(=O)N1CCCCC1c1nc(CCOCC2CC2)no1 (stereo not given),32%[activator]
O=C(CCC1CCN(C(=O)C2CC(=O)N(C3CC3)C2)CC1)Nc1ccc2c(c1)OCCO2 (stereo not given),29%
CCCN(Cc1ccccc1)C(=O)Cc1n[nH]c(=O)c2ccccc12,-10%
COc1ccc(F)cc1-c1cc(C(=O)NCc2ccccc2)[nH]n1,-30%
O=C(O)c1ccc(CN2C[C@@H](F)[C@@H](OCc3nc4ncccc4[nH]3)C2)cc1,1%[176 µM]
C[C@H](NC(=O)C(=O)Nc1cccc2[nH]ccc12)c1ccccc1,-7%
O=C(N/N=C/c1cccc(Oc2ccccc2)c1)c1cccs1,20%
Cc1c(F)cccc1NC(=O)N1CCCC1c1nncn1-c1ccccc1 (stereo not given),2%
COc1ccc(-c2nn(-c3ccccc3)cc2CN2CCC(F)CC2)c(F)c1,1%
CS(=O)(=O)Nc1cccc(NC(=O)c2cccc3c(-c4ccc(F)c(F)c4)coc23)c1,-35%
COc1ccc(NC(=O)CN(C)C(=O)c2ccc3c(c2)CC(c2ccccc2)OC3=O)cc1 (stereo not given),?
CCN(Cc1ccncc1)C(=O)c1ccc(C2CCNC2)cc1 (stereo not given),?
CCN(c1ccccc1)S(=O)(=O)c1ccc(OC)c(NC(=O)c2n[nH]c(=O)c3ccccc23)c1,8%
COC(=O)C1=C(C)N(Cc2cccc(C(F)(F)F)c2)C(=NCc2ccc3c(c2)OCO3)NC1c1ccccc1 (stereo not given),?
O=C(NCc1ccccc1Cl)C(=O)Nc1cccc(O)c1,-27%
CCC(C)NC(=O)c1ccc(N(C)C)cc1 (stereo not given),-22%
CN(C)C(=O)c1cccnc1OC1CCN(C(=O)NCCc2ccccc2)C1 (stereo not given),40%
COc1cccc(CN(C)S(=O)(=O)c2cnn(C)c2)c1OC,9%
N#C[C@@H](c1ccccc1)C1CCN(S(=O)(=O)CCCCl)CC1,-4%
CC(C)C(N)c1csc(Nc2nncc3ccccc23)n1 (stereo not given),3%
N#CCCC(=O)c1cccnc1,-39%
CC(C)c1cc(=O)oc2cc(OCC(=O)Nc3ccc(C(N)=O)cc3)ccc12,0%
C[C@@H](c1ccccc1)N1C[C@H](COCc2ccccc2)Oc2cc(N3CC[C@H](O)C3)ccc2S1(=O)=O,?
Cc1cccc(NC(=S)NC2CCCC(C)C2C)c1 (stereo not given),?
CN(Cc1cc(-c2ccccc2)n[nH]1)c1cc(C2CC(N)C2)ncn1 (stereo not given),-5%
N#CCCNC(Cc1ccccc1)C(=O)O (stereo not given),?
Cc1noc([C@@H]2CN(C(=O)c3cscn3)C[C@H]2C(N)=O)n1,46%[activator]

Next part
SMILES,ALOX12 inh
Cc1ccc2nc(C(C)(C)C)c(Cc3cccc(Cl)c3)n2c1,?
N#Cc1nc(-c2ccco2)oc1N1CCN(C(=O)CNC(c2ccccc2)c2ccccc2)CC1,-2%
CN(C)C(=O)N1CCC(c2nc(C3CCOC3)no2)CC1 (stereo not given),-14%
c1ccc2c(c1)nc(N1CCCCCC1)c1nncn12,-24%
O=C(Nc1ccc(Br)cc1)N1CCN(c2nc3ccccc3n2Cc2ccccc2)CC1,?
CSc1ccc(CNC(=O)c2ccc3c(c2)N(C)C2CCCCCN2C3=O)cc1 (stereo not given),-3%
O=C(O)c1cccc(S(=O)(=O)Nc2cc(F)ccc2OCC(F)(F)F)c1,-5%
Cc1ccc(CN2C(=O)[C@@H]3C[C@@H](O)CN3C3(CN(Cc4ccc(C(F)(F)F)cc4)C3)C2=O)o1,2%
CCCc1noc(-c2cccn3c(CNC(=O)c4ccc(Cl)cc4)nnc23)n1,59%[activator]
CC1=C[C@@H](CN(C)CCO)[C@H](C(C)C)C[C@H]1Cc1nnc(-c2ccccc2F)o1,45%[176 µM]
COc1ccc(-n2nnnc2C2(C)CCC(=O)N2Cc2ccccc2)cc1 (stereo not given),2%
CNC(=O)[C@@H]1CNC[C@H]1c1n[nH]c(C)n1,87%[activator]
O=C(N[C@@H]1CN(Cc2cc(F)c(F)c(F)c2)C[C@H]1CO)C1CC1,23%
O=C(C1CN(c2ccc(F)cc2)C(=O)N1)N1CCOCC1 (stereo not given),50%[activator][176 µM]
Cc1ccc(C(=O)N2CCC23Cc2ccccc2NC3=O)cc1 (stereo not given),29%[176 µM]
COc1ccc(-c2cc3nc(C)c(C)c(N4CCN(C(=O)c5ccoc5)CC4)n3n2)cc1,?
CCc1noc(-c2cn(C3CCN(C(=O)c4ccc(OC)cc4C)C3)nn2)n1 (stereo not given),4%
COc1cccc(COc2ccc3c(=O)c(-c4ccccc4OC)coc3c2)c1,33%[activator]

The list is partial; rates above refer to the full screens.
